CSM14.1 death rescue: rescue of cells from ER stress-induced death, primary screen, 384-well, CSM14.1, thapsigargin, ATP luminescence (AID 1222) | CSM14.1 thapsigargin-induced death rescue, ATP luminescence; higher % means a stronger effect | one-dose cellular ATP content (survival), % at 20 µM; EC50 in µM for titrated hits | 190,000 tested, under 10 active;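 active means EC50 below 50 µM in the dose-response confirmation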;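 further: death triggered by thapsigargin at about 15 µM added after 2 h compound pretreatment; cell ATP read after overnight thapsigargin exposure of roughly 18 to 22 hours; normalized against plate controls of thapsigargin alone and 5% DMSO vehicle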
Autophagy mod: alters autophagy in cells | 190,000 tested, 0.98% active | calls only at 10 µM (by protocol) | MEF GFP-LC3 puncta imaging; test concentration mostly 10 µM | AID 463193;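 active means percentage of spot-positive cells more than 3 SD above its plate mean, without a fluorescence outlier flag or 80% toxicity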;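 further: spot-positive cell cutoff set from DMSO-treated cells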
Ins promoter up: MIN6 insulin promoter up-regulation; MIN6 insulin promoter-GFP reporter, high-content imaging; active compounds read high; z-score at 5 µM; 190,000 tested, 0.3% active;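 active means z-score above 3 at 5 µM with at least 500 cells counted in the well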
XIAP displacement: small molecules displacing peptide from XIAP – biochemical, IAP family, fluorescence polarization (AID 1018) | XIAP BIR domain, fluorescence polarization peptide displacement; higher % means a stronger effect | one-dose displacement, % at 20 µM; IC50 in µM for titrated hits | 200,000 tested, 0.007% active; in the data active means displacement above about 50%; further: a part of the inactive calls stands beside numbers as strong as those of hits
Hep lipid drop: hepatic lipid droplet formation modulation | AML12 mouse hepatocytes, oleate lipid droplets, BODIPY imaging | inhibition, % at 6.5 µM | 240,000 tested, 0.4% active | AID 1656;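 active means lipid droplet intensity inhibited by at least 50%, with more than 500 cells counted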
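System: AML12 hepatocytes (mouse). Probe or stimulus: oleic acid at 100 µM to induce lipid droplet formation. Times: overnight treatment with compound plus oleate. Detection: Image-based BODIPY and DAPI two-channel analysis. Evaluation: percent inhibition of filter-corrected integrated lipid droplet intensity per well.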
MT stabilize HCS: microtubule stabilization, imaging screen. HeLa tubulin immunostaining HCS, 24 h; share of cells brighter than vehicle mean+2SD. % tubulin-high responders, % at 10 µM. 200,000 tested, 0.83% active. AID 2205;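 active means plate Z-score above 3 for both tubulin-high and condensed-nucleus cell shares, with cell loss under 80%, at 10 µM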;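 further: anti alpha tubulin signal scored within the nucleus-defined area of each cell; some results filed as inactive read as strong as hits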
b-catenin transl: alters nuclear translocation of beta-catenin in HeLa cells; 190,000 tested, 0.3% active; immunofluorescence imaging; nuclear translocation activity, % at 5 µM;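 active means nuclear translocation activity above 50% at 5 µM, with a well cell count of 50 or more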;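 further: per-cell ratio of nuclear to cytoplasmic median beta-catenin stain intensity; plate controls were DMSO negative control for no effect and GSK-3 inhibitor IX positive control for full effect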
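Read-out: Nuclear/cytoplasmic beta-catenin signal ratio, % activation | Assay system: Human HeLa cell line | Times: 24 h compound exposure at 37°C, 5% CO2 | Signal: Fluorescence imaging of beta-catenin antibody stain plus DAPI | Dosing: 5 µM primary, 0.02–20 µM confirmation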
Dynein transport: dynein cargo transport inhibition. z-score, hits read low. 3617.4 mouse cells, GR-EGFP nuclear translocation imaging; test concentration mostly 20 µM; stimulated with dexamethasone, 1 µM; active compounds read low. 220,000 tested, 0.47% active;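 active means plate z-score of nuclear minus cytoplasmic receptor signal below a set negative limit, without overly bright fluorescence or cell loss, cut at about -3.5 in these data, passing the limit was not always enough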;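 further: z-score of nuclear minus cytoplasmic ring GR-EGFP intensity difference per well; some compounds called inactive have numbers as strong as hits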
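Also added – dexamethasone, 1.0 µM final · Buffer or medium – tet-free, stripped-serum medium · Schedule – induction 48 h, compound 1 h, agonist 30 min · Detection – formaldehyde fixation, Hoechst nuclear stain, 10x automated fluorescence imaging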
WT yeast gro inh: growth inhibition of WT yeast, mitochondrial fusion screen. mitochondrial fusion phenotypic screen, WT strain. 190,000 tested, 2.1% active. inhibition, % at 10 µM; in the data active means inhibition above about 58%; tested in S. cerevisiae
WT yeast gro inh mutant strain: recorded beside WT yeast gro inh, whose call it bears; inhibition, %; mitochondrial fusion phenotypic screen, mutant strain inhibition
Dynein transport cytoplasmic EGFP: second read-out of Dynein transport, no call of its own (marks repeat the call); z-score; measured here: cytoplasmic GR-EGFP intensity; active compounds read high
Dynein transport nuclear GR-EGFP: also measured in Dynein transport; calls as there; z-score; measured here: nuclear GR-EGFP intensity;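 lower value marks the stronger effect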
Dynein transport cell count: second read-out of Dynein transport, no call of its own (marks repeat the call); z-score; measured here: cell count per field
Ins promoter up cell count: recorded beside Ins promoter up, whose call it bears; cell count; measured here: cytotoxicity, nuclei count;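 total cells summed across four imaged fields per well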
Hep lipid drop cells 6.5 µM: further read-out of Hep lipid drop, marked with its call; cell count; measured here: cell count, cytotoxicity flag;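 cells counted across two imaged fields per well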
b-catenin transl cell count 5 µM: second read-out of b-catenin transl, no call of its own (marks repeat the call); cell count; measured here: cell count, cytotoxicity flag
MT stabilize HCS Hoechst-high %: second read-out of MT stabilize HCS, no call of its own (marks repeat the call); % Hoechst-high responders; measured here: nuclear condensation Hoechst responders;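 share of cells brighter than vehicle mean plus two SD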
MT stabilize HCS cytotoxicity %: further read-out of MT stabilize HCS, marked with its call; toxicity, %; measured here: cytotoxicity by cell density;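 0% = mean cell density of plate MIN control wells and 100% = no cells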
Autophagy mod cell loss 18 h: further read-out of Autophagy mod, marked with its call; toxicity, %; measured here: cell loss, nuclei count;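 cell loss after 18 h compound exposure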
Active calls of the source: *; i = inactive; x = no result given.

molecule	Dynein transport nuclear GR-EGFP	b-catenin transl	WT yeast gro inh mutant strain	CSM14.1 death rescue	Autophagy mod	Ins promoter up	MT stabilize HCS cytotoxicity %	MT stabilize HCS	b-catenin transl cell count 5 µM	Ins promoter up cell count	Dynein transport	Dynein transport cell count	Dynein transport cytoplasmic EGFP	Hep lipid drop	WT yeast gro inh	MT stabilize HCS Hoechst-high %	Autophagy mod cell loss 18 h	Hep lipid drop cells 6.5 µM	XIAP displacement
CCN(CC)CCCNC(=O)CSc1nc2c(c(C(F)(F)F)n1)CCc1ccccc1-2	-0.32	-0.4	6	0.7%	i	-0.13	9.6	4.6	1553	1471	-0.27	0.26	-0.32	-12	-6	2.0	4	655	-6.2%
COc1ccc(CNC(=O)CSc2nc(-c3ccccc3)cc(-c3cccs3)c2C#N)cc1	1.3	x	-1	-0.3%	i	-1.4	4.3	0.8	x	944	1.5	-0.86	-0.11	-2	2	0.9	-4	734	-3.1%
CCOC(=O)C1(CCOC)CCN(Cc2ccccc2-c2ccco2)CC1	-0.37	-1.2	7	-0.1%	i	-0.82	3.9	2.9	959	1405	-1.1	0.64	-0.17	-18	8	1.9	-17	728	-4.4%
COC(=O)C1(CCSC)NC(c2ccco2)C2C(=O)N(C)C(=O)C21 (stereo not drawn)	0.074	-4.8	-7	-0.1%	i	x	6.3	1.5	963	x	-0.24	0.6	-0.11	x	-6	1.5	12	x	-8.0%
O=C(O)CN1CCN(Cc2ccc(F)cc2Cl)C1=O	-0.31	-3.0	62	-1.4%	i	x	1.4	3.2	1192	x	-0.76	0.26	-0.45	3	1	2.1	-6	697	-2.5%
CC(=O)Nc1c(NC(C)(C)C)c2ccccc2oc1=O	0.18	-2.6	-10	1.2%	i	-0.2	5.2	2.5	1115	1344	-0.4	0.5	-0.33	14	-5	2.5	-11	661	-4.6%
Cc1cccc(N/C(N)=N/c2nc(C)cc(=O)[nH]2)c1	1.2	1.1	-10	-0.9%	i	x	7.3	3.1	892	x	2	-1.1	-0.24	6	-2	0.9	-25	693	-6.1%
Cc1nc2c(C(=O)N3CCOCC3)cnn2c(C)c1Cc1ccc(Cl)cc1	-0.42	1.2	18	-0.9%	i	0.31	10	0.6	1307	1589	-0.76	0.57	-0.21	x	16	1.7	-1	x	1.1%
N#Cc1cc(S(=O)(=O)c2ccccc2)c(N)[nH]c1=O	1.4	3.8	-2	0.1%	i	1.5	4.1	2.5	973	1755	3.7	-2.3	-0.091	-8	1	0.9	6	564	-13%
CN=C(c1ccc(C)cc1)n1c(=S)nc(-c2ccc(C)cc2)n(C)c1=S	0.31	0.8	12	-0.3%	i	-1	2.9	3.1	1128	1287	0.37	0.11	-0.25	14	19	2.3	26	765	-2.6%
COc1cccc(/C=C/C(=O)OC(C)C(=O)Nc2c(C)n(C)n(-c3ccccc3)c2=O)c1 (stereo not drawn)	0.39	1.2	12	x	i	0.17	6.6	2.7	1010	1175	0.43	0.25	-0.3	-2	1	1.7	1	692	-4.9%
COCC1CCN(Cc2cn(C)nc2-c2cccc(Cl)c2)C1 (stereo not drawn)	0.23	-0.8	18	0.2%	i	-0.3	4.9	1.0	1130	1600	1.1	-1.8	0.078	28	17	0.9	0	720	-1.6%
Cc1ccc(C(=O)Nc2nc3ccc(S(C)(=O)=O)cc3s2)s1	0.53	-2.2	0	-1.2%	i	0.37	7.5	1.7	873	1093	0.25	-1.1	-0.19	x	11	1.9	-4	x	-0.8%
CSC1=NCCN1C(=O)COc1ccccc1	-0.53	x	1	-1.2%	i	0.03	8.6	6.3	x	836	-1.3	-1.6	0.42	x	7	2.9	2	x	-8.4%
COC(=O)CCCCCN1C(=O)/C(=C\c2ccncc2)SC1=S	-0.093	0.8	x	x	x	-1.2	x	x	1324	1354	-0.22	-0.52	-0.24	2	x	x	x	714	x
O=C(NNC(=S)Nc1ccccc1)c1ccncc1	0.36	-1.4	3	-2.3%	i	-0.04	6.4	1.8	1417	1327	-0.22	0.11	-0.2	x	3	1.1	16	x	-2.3%
Cn1c(SCC(=O)N2CCOCC2)nc2cccnc21	0.0076	0.7	-7	-0.9%	i	0.77	12	4.3	1423	1539	-0.38	0.25	-0.19	x	-11	3.1	-6	x	-5.0%
CC1=C(C(=O)NCc2ccccc2)C(c2cccnc2)n2ncnc2N1 (stereo not drawn)	-0.057	-3.0	-8	1.6%	i	-0.16	4.4	5.0	1049	1107	0.17	0.64	-0.14	x	-6	2.6	13	x	-3.3%
CCOc1cc(NC2CS(=O)(=O)CC2O)c(OCC)cc1NC(=O)c1ccccc1 (stereo not drawn)	-0.037	x	-4	4.4%	i	x	10	4.8	x	x	-0.77	0.82	-0.13	x	6	1.4	11	x	-1.7%
COc1ccc(Cl)cc1NC(=O)NCCCl	0.72	-1.5	6	-2.1%	i	0.4	5.7	2.4	1412	1431	0.58	-0.77	-0.053	x	31	0.8	1	x	-2.5%

(continued)
molecule	Dynein transport nuclear GR-EGFP	b-catenin transl	WT yeast gro inh mutant strain	CSM14.1 death rescue	Autophagy mod	Ins promoter up	MT stabilize HCS cytotoxicity %	MT stabilize HCS	b-catenin transl cell count 5 µM	Ins promoter up cell count	Dynein transport	Dynein transport cell count	Dynein transport cytoplasmic EGFP	Hep lipid drop	WT yeast gro inh	MT stabilize HCS Hoechst-high %	Autophagy mod cell loss 18 h	Hep lipid drop cells 6.5 µM	XIAP displacement
COC(=O)CCCC1=CC2=CC(=O)C(C)(OC(=O)c3cccs3)C(=O)C2=CN1Cc1ccc2c(c1)OCO2 (stereo not drawn)	-0.28	-0.1	x	x	x	0.52	x	x	1136	1008	-0.74	0.37	-0.72	-25	x	x	x	648	x
Cc1sccc1C1C(C#N)=C(N)SC(N)=C1C#N	0.24	-0.2	7	x	i	0.1	5.5	4.1	892	1033	-0.49	-1.1	0.49	-5	12	1.3	32	667	-1.0%
COc1ccc(CNC(=O)c2cnn3c(C(F)F)cc(C)nc23)cc1OC	0.045	-2.9	-8	-2.4%	i	2.1	4.5	5.4	1125	1959	-0.56	0.58	-0.15	5	6	2.6	3	684	-8.7%
CCCOc1ccc(C(=O)N2CCCC2C(=O)O)cc1 (stereo not drawn)	-0.2	-0.6	1	-0.7%	i	0.4	7.1	2.4	1042	1114	-0.51	0.79	-0.2	x	6	1.8	-7	x	-4.7%
Cc1ccc(S(=O)(=O)N(C)C)cc1NC(=O)COC(=O)c1sc2cc(Cl)ccc2c1Cl	0.69	-0.1	x	x	x	-0.5	x	x	1348	876	0.049	-0.99	-0.15	-1	x	x	x	706	x
CCNC(=S)N/N=C1\CCCCc2ccccc21	-0.27	x	69	-0.4%	i	-1.4	4.8	4.0	x	1343	-0.36	0.51	-0.089	-3	65	1.7	-4	648	-10%
CCS(=O)(=O)N1CCCC(C(=O)NC2CCCCC2)C1 (stereo not drawn)	0.074	3.0	-12	-2.2%	i	-0.21	13	5.9	1320	1480	-0.12	-0.37	-0.23	x	10	2.9	46	x	0.4%
O=c1cc2c(nn1Cc1c(Cl)cccc1Cl)-c1ccccc1CC2	0.98	-4.3	1	-2.6%	i	x	3.0	1.6	1216	x	1	-1.3	0.078	12	-4	0.9	-4	764	-2.9%
O=C(CSc1nnc(Cc2cc(=O)[nH]c(=O)[nH]2)n1-c1ccc(Cl)cc1)NCC1CCCO1 (stereo not drawn)	0.19	x	-45	-0.9%	i	0.35	13	2.8	x	949	-0.14	0.3	-0.0029	15	8	2.3	-2	781	-1.3%
O=S(=O)(Nc1ccncc1Cl)c1ccccc1	0.012	x	4	-0.9%	i	x	8.8	1.8	x	x	-0.32	1	0.33	7	-2	1.7	-10	819	-2.3%
CCOC(=O)N1CCC(NC(=O)c2cccs2)CC1	0.59	-0.8	x	x	x	0.34	x	x	1363	1080	0.29	-0.33	-0.1	-1	x	x	x	654	x
CC(=O)Nc1ccc(Nc2ncnc(N)c2[N+](=O)[O-])cc1	-0.23	2.8	x	x	x	0.16	x	x	974	1299	-0.14	-0.077	-0.16	-4	x	x	x	730	x
Cc1ccc(C)c(N2CCN(S(=O)(=O)c3ccc4[nH]c(=O)c(=O)[nH]c4c3)CC2)c1	-0.17	-1.9	-15	-0.4%	i	0.43	3.7	5.1	800	1676	-0.82	0.23	-0.18	x	2	2.8	26	x	-5.7%
O=C(O)c1ccc(NC(=S)Nc2ccccc2)cc1	0.74	-1.0	-1	-1.0%	i	-0.45	8.3	2.7	533	1205	2.1	-1.5	-0.17	7	3	4.6	-4	675	-14%

Entries of single compounds, looked up by structure. Order of screens: Dynein transport nuclear GR-EGFP	b-catenin transl	WT yeast gro inh mutant strain	CSM14.1 death rescue	Autophagy mod	Ins promoter up	MT stabilize HCS cytotoxicity %	MT stabilize HCS	b-catenin transl cell count 5 µM	Ins promoter up cell count	Dynein transport	Dynein transport cell count	Dynein transport cytoplasmic EGFP	Hep lipid drop	WT yeast gro inh	MT stabilize HCS Hoechst-high %	Autophagy mod cell loss 18 h	Hep lipid drop cells 6.5 µM	XIAP displacement
Shown for COC(=O)CCCC1=CC2=CC(=O)C(C)(OC(=O)c3cccs3)C(=O)C2=CN1Cc1ccc2c(c1)OCO2 (stereo not drawn) = -0.28	-0.1	x	x	x	0.52	x	x	1136	1008	-0.74	0.37	-0.72	-25	x	x	x	648	x
Shown for O=S(=O)(Nc1ccncc1Cl)c1ccccc1 = 0.012	x	4	-0.9%	i	x	8.8	1.8	x	x	-0.32	1	0.33	7	-2	1.7	-10	819	-2.3%
Shown for CCOC(=O)N1CCC(NC(=O)c2cccs2)CC1 = 0.59	-0.8	x	x	x	0.34	x	x	1363	1080	0.29	-0.33	-0.1	-1	x	x	x	654	x

Screening data from PubChem BioAssay.
